# Mtb FBA inh: Mtb FBA enzyme inhibitors, primary screen, biochemical, fluorescence, strain H37Rv | Fructose-bisphosphate aldolase (Mycobacterium tuberculosis (strain ATCC 25618 / H37Rv)), … | purified M. tuberculosis FBA, fluorescence read-out | inhibition, % at 1 µM | 2.3% of 360,000 active | AID 588726, 2011; in the data active = inhibition above about 27%;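 note: 0% = vehicle and 100% = reference inhibitor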
# Target sequence (P9WQA3 whole entry, looked up): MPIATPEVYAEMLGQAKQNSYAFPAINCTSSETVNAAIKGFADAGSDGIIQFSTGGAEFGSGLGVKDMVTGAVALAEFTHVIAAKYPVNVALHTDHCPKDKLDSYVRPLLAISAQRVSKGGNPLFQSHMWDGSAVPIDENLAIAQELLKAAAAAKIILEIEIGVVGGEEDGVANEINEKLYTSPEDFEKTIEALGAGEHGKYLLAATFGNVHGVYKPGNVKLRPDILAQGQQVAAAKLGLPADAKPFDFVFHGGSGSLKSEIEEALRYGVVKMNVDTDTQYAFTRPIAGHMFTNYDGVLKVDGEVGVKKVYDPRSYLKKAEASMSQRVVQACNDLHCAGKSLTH
# BoNT F protease: BoNT/F light chain protease inhibitors, primary screen, biochemical, flow cytometry, MLPCN library | Botulinum neurotoxin type F light chain protease (Clostridium botulinum) | Multiplex microsphere protease cleavage assay | inhibition, % at 10 µM | 0.22% of 360,000 active | AID 588497, 2011; in the data active = inhibition above about 35%, passing the limit was not always enough; inconclusive = no clear call, values can overlap the other calls; note: plate controls were buffer without enzyme for full effect and enzyme alone for no effect
# Mtb UGM inh: M. tuberculosis UGM enzyme inhibitors, primary screen, biochemical, fluorescence polarization, single point. AID 504406, 2011. inhibition, % at 10 µM. UDP-galactopyranose mutase (Mycobacterium tuberculosis (strain ATCC 25618 / H37Rv)), …. 0.06% of 320,000 active. purified UGM, fluorescence polarization probe displacement; in the data active = inhibition above about 10%, passing the limit was not always enough; inconclusive = no clear call, values can overlap the other calls
# Target sequence (P9WIQ1 whole entry, looked up): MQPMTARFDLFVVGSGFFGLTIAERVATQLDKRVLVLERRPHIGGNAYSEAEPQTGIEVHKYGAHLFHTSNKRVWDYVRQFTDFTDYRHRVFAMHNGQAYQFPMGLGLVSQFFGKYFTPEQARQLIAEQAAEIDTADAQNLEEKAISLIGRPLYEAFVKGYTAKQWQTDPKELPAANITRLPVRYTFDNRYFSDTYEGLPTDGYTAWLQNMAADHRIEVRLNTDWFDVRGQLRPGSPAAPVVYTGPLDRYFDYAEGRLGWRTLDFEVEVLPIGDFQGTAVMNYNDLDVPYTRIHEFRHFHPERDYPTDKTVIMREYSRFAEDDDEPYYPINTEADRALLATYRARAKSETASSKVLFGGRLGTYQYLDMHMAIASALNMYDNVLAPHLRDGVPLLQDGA
# BioA inh: M. tuberculosis BioA enzyme inhibitors, primary screen, biochemical, plate reader, single point, HTS; 7,8-diaminopelargonic acid synthase BioA (Mycobacterium tuberculosis); purified M. tuberculosis BioA enzyme; inhibition, % at 9.99 µM; 0.096% of 360,000 active; in the data active = inhibition above about 40%; inconclusive = no clear call, values can overlap the other calls
# Anthrax LF prot: Bacillus anthracis LF protease inhibitors, primary screen, biochemical, multiplex microsphere, MLPCN library | Lethal factor (Bacillus anthracis), P15917 | multiplex microsphere protease cleavage assay | inhibition, % at 10 µM | 0.12% of 360,000 active | AID 588501, 2011; note: plate controls were buffer without enzyme for full effect and enzyme alone for no effect
# GDH-TPI inh: GDH-TPI coupling enzyme inhibitors, primary screen, artefact control for M. tuberculosis FBA inhibitor project, biochemical, absorbance, full deck; GDH-TPI coupled enzyme counterscreen, NADH absorbance; inhibition, % at 4.8 µM; 1.2% of 360,000 active; AID 588335, 2011; in the data active = inhibition above about 30%;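 note: 0% = DMSO wells and 100% = wells lacking the enzyme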
# PfHsp40 yeast: rescue of yeast from PfHsp40 toxicity, primary screen, S. cerevisiae, ATP luminescence. growth rescue, % at 12.5 µM. S. cerevisiae expressing PfHsp40, growth rescue. 0.68% of 340,000 active; in the data active = growth rescue above about 28%, passing the limit was not always enough; inconclusive = no clear call, values can overlap the other calls;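 note: yeast W303a lacking pdr1 and pdr3 grown in galactose medium; growth measured after three days at 30 °C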
# BoNT A protease: BoNT/A light chain protease inhibitors, primary screen, biochemical, flow cytometry, MLPCN library; Botulinum neurotoxin type A light chain protease (Clostridium botulinum A str. ATCC 3502); multiplex microsphere protease substrate cleavage; inhibition, % at 10 µM; 0.17% of 360,000 active; AID 588499, 2011; note: plate controls were buffer without enzyme for full effect and enzyme alone for no effect
# FadD28 FP inh: inhibitors of FadD28 bisubstrate probe binding, primary screen, biochemical, fluorescence polarization, single point. Mycobacterium tuberculosis FadD28 fatty-acid-AMP ligase. inhibition, % at 12.5 µM. 0.22% of 360,000 active. AID 588549, 2011; in the data active = inhibition above about 8.5%, passing the limit was not always enough; inconclusive = no clear call, values can overlap the other calls
# * hit, by the source's call; ? = inconclusive; / = not tested or not shown; & = joins results of further samples. Cut-off read from the data, not from the text of the source, unless noted: active = inhibition above about 30%; inconclusive = no clear call, values can overlap the other calls; inactive = below that.
SMILES,Mtb FBA inh,BoNT F protease,Mtb UGM inh,BioA inh,Anthrax LF prot,GDH-TPI inh,PfHsp40 yeast,BoNT A protease,FadD28 FP inh
C/C(CC(=O)Nc1cc(Cl)ccc1C)=N\NC(=O)C(=O)N1CCCC1,4,0,-1.0,-1.0,1,18,0.7,-0.1,-0.3
COc1ccc(OCC(=O)N(Cc2sccc2C)C2CCS(=O)(=O)C2)cc1 (configuration not stated),1,5,1.2,-0.5,1,2,1.6,2.0,0.2
Cc1ccc(S(=O)(=O)N2CCC(C(=O)N/N=C/c3ccccc3[N+](=O)[O-])CC2)cc1,1,-1,0.5,/,0,5,-0.2,0.0,-0.9
NS(=O)(=O)c1ccc(-n2nncc2C23CC4CC(CC(C4)C2)C3)cc1,1,11,2.1,/,0,8,1.2,-0.1,-1.7
C[C@@H]1CN([C@H](C)CO)C(=O)CCCn2nncc2CO[C@H]1CN(C)S(=O)(=O)c1ccccc1,0,-1,/,-0.9&1.3&0.2,3,7,/,0.2,1.6
CN1CC[C@]23c4ccccc4N[C@H]1[C@]21CCN(C)[C@H]3Nc2ccccc21,0,-6,5.0,0.5,-6,-8,0.1,-1.0,-4.4
Nc1cccc(C(=O)OCC(=O)Nc2cccc3c2C(=O)c2ccccc2C3=O)c1,2,1,2.3,/,-2,6,-2.0,0.6,0.2
O=C(NNC(=O)C1CC1c1ccccc1)Nc1ccccc1 (configuration not stated),0,-2,-0.4,/,-1,3,0.3,-0.2,-2.4
Cc1ccc(Cn2cccc(NC(=O)NCc3ccccc3)c2=O)cc1,17,7,1.3,/,3,6,-0.6,1.1,0.0
COc1ccc(CNC(=O)C2CCN(C(=O)[C@@H](CC(C)C)NC(=O)OC(C)(C)C)CC2)cc1,3,-3,/,-1.2,-2,-3,1.3,-0.5,-1.5
O=C(NCc1ccccn1)c1ccc(Cn2c(=S)[nH]c3ccccc3c2=O)cc1,-2,-3,0.0,-1.5,-2,0,-0.9,-0.4,2.3
COc1ccc(SC[C@H](C)CN2CC[C@H](C(C)(C)C)CCC2=O)cc1,2,-2,-1.7,1.5,-8,13,1.0,0.1,-2.1
CC(C)CCNC(=O)CN(Cc1ccccc1)C(=O)CCC(=O)Nc1nccs1,0,-30,-0.2,-2.1,0,5,0.3,-3.1,0.9
N#CCSCC(=O)Nc1ccccc1,4,-5,0.8,1.6,0,11,1.1,0.1,-3.6
O=C(NCc1ccc(OC(F)(F)F)cc1)C1CC(c2ccccc2C(F)(F)F)=NO1 (configuration not stated),-1,2,0.1,0.3,-9,-3,38*,0.0,-4.1
C/C(=N\NC(=O)CN(c1ccccc1Br)S(C)(=O)=O)c1cccs1,-2,-4,0.9,/,-6,0,-0.5,-1.2,-2.7
CCCCCC(=O)Nc1ccc(N2CCN(S(C)(=O)=O)CC2)cc1,1,4,0.1,-1.4,0,1,-0.6,0.8,-3.4
Nc1ncnc2nc(-c3ccccc3)[nH]c12,69*,-7,/,0.0,-2,3,/,-0.3,-4.6
O=C(c1ccc(F)cc1)N1CCC(N2CCCCCC2)CC1,-2,-4,-2.8,-0.8,-3,13,-1.4,-0.3,-2.2
COC(=O)C1=C(C)OC(N)=C(C#N)C1c1ccccc1 (configuration not stated),2,3,3.5,/,-1,6,-1.7,0.1,-4.3
CC(=O)Nc1ccc(OS(=O)(=O)c2ccc([N+](=O)[O-])cc2)cc1,1,2,0.1,/,-2,2,-0.2,0.3,-0.6
Cc1cc(Cl)cc(Cl)c1CNc1c([N+](=O)[O-])c(=O)oc2ccccc12,3,3,-1.5,/,0,-2,-0.3,-0.6,-0.2
Cc1ccc(OCC(=O)NS(=O)(=O)c2ccc(Cl)cc2)cc1,-1,-6,1.9,-2.6,-4,0,-1.3,-1.1,1.0
CCc1nnc(NC(=O)Cc2ccc(S(=O)(=O)N3CCCCC3)cc2)s1,5,4,-1.3,/,3,7,1.0,-0.1,-1.6
CC(C)C(=O)Nc1nc(-c2ccc3c(c2)CCN3C(=O)C2CC2)cs1,1,13,-0.5,-0.6,-1,16,-1.2,0.7,0.0
O=C(O)C1(P(=O)(c2ccc(Cl)cc2)c2ccc(Cl)cc2)CC1,4,1,0.4,/,-1,1,-1.1,-0.2,-2.5
NC(=S)n1[nH]c(-c2ccc([N+](=O)[O-])cc2)c(N=Nc2ccccc2[N+](=O)[O-])c1=O,-1,-4,/,/,-1,-2,-0.3,-1.2,0.2
Cc1ccc(C(=O)NCc2ccco2)c(C)c1,1,-4,-2.6,-0.4,2,-6,-0.2,1.6,-1.0
CCCn1c2ccccc2c2cnn(CC(=O)NCCN(CC)CC)c(=O)c21,15,-4,-1.7,-0.2,26,19,0.6,-3.9,-1.6
O=C1Nc2ccccc2C(O)(C(=O)NCc2ccc3c(c2)OCO3)N1c1ccc(Cl)c(Cl)c1 (configuration not stated),-2,-2,-0.1,-0.2,-10,4,0.1,0.7,0.8
Cc1cc2[nH]c(=O)c(=O)[nH]c2cc1S(=O)(=O)Nc1cccc(F)c1,2,2,-1.8,0.7,0,7,8.5,0.7,-4.4
CC(=O)Nc1ccc(C(=O)CSc2nnnn2C)cc1,4,-4,-1.3,-1.8,0,8,0.1,-0.7,0.3
O=C(N/N=C/c1cn(-c2ccccc2)nc1-c1cccs1)c1ccncc1,2,-4,-0.7,/,-1,12,-1.1,-0.6,-4.2
COc1cccc(NC(=O)CN(C)CC(=O)Nc2ccc3c(c2)OCO3)c1,-1,-3,-0.3,5.5,-7,-9,0.5,-0.4,-1.7
Cc1ccc2nc(SCC(=O)N/N=C/c3ccco3)cc(C)c2c1,3,6,-4.0,/,2,8,-1.4,-0.1,-0.4
O=C(N1CCCCC1)C1(c2ccccc2)CCOCC1,1,-3,0.3,1.9,-4,3,1.8,-0.7,-1.5
O=C(CC12CC3CC(CC(C3)C1)C2)NC(=S)Nc1ccc(CN2CCOCC2)cc1,-7,5,0.1,/,2,-6,2.7,-0.7,-2.9
Cc1ccc(CCNC(=O)CCS(=O)(=O)c2ccc3nc(C)sc3c2)cc1,5,3,0.0,-1.2,-6,8,0.2,0.1,0.1
CCn1nc(C)cc1C(=O)N1CCCC(C(=O)c2ccc(OC)cc2C)C1 (configuration not stated),-2,-2,0.2,2.9,-4,4,0.8,-2.0,-0.2
Cc1sc2ncnc(N3CCN(S(=O)(=O)c4ccccc4)CC3)c2c1C,-1,2,-1.2,0.3,0,6,1.2,-1.3,-2.4
O=C1CSC(=S)N1N=Cc1ccc(OCc2ccccc2)cc1,1,-2,/,-1.7,-9,10,/,-0.3,-1.7
Cc1ccccc1NC(NC(=O)c1cccnc1)C(Cl)(Cl)Cl (configuration not stated),3,0,0.4,/,-4,3,-1.5,-0.5,-3.0
COc1ccc(OC)c(CNC(=O)C2CCCN(c3nc4ccccc4o3)C2)c1 (configuration not stated),2,1,0.5,0.4,-4,7,-0.4,1.9,-1.3
Cc1ccccc1N1CC(c2nc3ccccc3[nH]2)CC1=O (configuration not stated),0,-1,0.9,1.1,-1,2,-0.5,0.7,-2.5
O=C(CSc1cn(CCNC(=O)c2ccccc2)c2ccccc12)NCC1CCCO1 (configuration not stated),2,3,-1.2,-1.4,-2,4,-0.6,-0.3,-4.3
CC(C)[C@H](NC(=O)CCCn1nnc2ccccc2c1=O)C(=O)O,-1,5,4.0,0.9,6,2,0.4,-0.2,-1.6
COc1ccc(N2CCN(C(=O)c3oc4ccccc4c3NC(=O)CCc3cc(OC)no3)CC2)cc1,-1,5,-1.4,0.9,-3,7,-0.4,0.7,-0.4
Cc1[nH]c2ccccc2c1SCC(=O)NNC(=O)Nc1ccc(OC(F)(F)F)cc1,-3,-11,1.0,1.8,-8,-3,0.5,-0.6,-1.4
COC(=O)C1=C(C)N(C2CCCCC2)C(=O)/C1=C\c1cccs1,-3,5,-0.8,/,-5,8,-0.2,0.8,0.7
CSc1ccc(CN(C)CC(=O)NCc2ccc(F)cc2)cc1,-1,6,-1.6,/,-2,-6,-0.1,1.1,-1.6
# Next entries.
SMILES,Mtb FBA inh,BoNT F protease,Mtb UGM inh,BioA inh,Anthrax LF prot,GDH-TPI inh,PfHsp40 yeast,BoNT A protease,FadD28 FP inh
COC(=O)c1cc2cc(NS(=O)(=O)c3ccc(C)cc3)ccc2s1,-4,-10,1.9,0.6,-2,-3,2.8,-0.8,-10
N#C/C(=C\c1cccnc1)c1ccccc1[N+](=O)[O-],-2,-6,2.3,-2.2,-1,4,0.9,0.9,0.0
O=C(NC1CCCC1)C1CC1c1ccccc1 (configuration not stated),-2,-3,-2.6,-0.9,-3,-2,-0.6,-0.7,-2.6
O=C1C(C=Nc2ccccc2)=C(O)c2ccccc21,-6,-6,-1.0,-0.7,0,19,0.6,1.1,-2.0
O=C1CC(NCc2ccccc2)C(=O)N1c1ccc(F)cc1 (configuration not stated),0,-8,/,/,-5,-4,-1.3,-0.8,-5.2
CC(C)Oc1ccc(C(=O)OC(C)C(=O)NC2CCCCC2C)cc1 (configuration not stated),4,/,-0.8,-0.2,/,12,-0.4,/,-0.6
CCOC(=O)c1ccc(NC(=O)C2=C(C)Nc3nc(CCCO)nn3C2c2cccc(C)c2)cc1 (configuration not stated),2,-4,0.0,-2.5,6,2,-0.5,0.1,1.3
Cc1c(NS(=O)(=O)N2CCCCC2)c(=O)n(-c2ccccc2)n1C,0,0,-2.9,-1.0,0,6,-1.7,0.5,-1.9
NC(=O)C1CCN(C(=S)c2ccc(-c3ccc(Br)cc3)o2)CC1,-2,4,4.3,/,2,7,-1.8,-0.3,-4.3
O=C(CN1CCCCCCC1)Nc1cccc(Cl)c1Cl,-2,-1,-0.9,-0.4,-4,0,-0.2,-0.2,-1.5

# An excerpt of these results, with values under each structure:
# Fields: Mtb FBA inh, BoNT F protease, Mtb UGM inh, BioA inh, Anthrax LF prot, GDH-TPI inh, PfHsp40 yeast, BoNT A protease, FadD28 FP inh
O=C1C(C=Nc2ccccc2)=C(O)c2ccccc21
 : -6, -6, -1.0, -0.7, 0, 19, 0.6, 1.1, -2.0
O=C1CC(NCc2ccccc2)C(=O)N1c1ccc(F)cc1 (configuration not stated)
 : 0, -8, /, /, -5, -4, -1.3, -0.8, -5.2

# Next part
SMILES,Mtb FBA inh,BoNT F protease,Mtb UGM inh,BioA inh,Anthrax LF prot,GDH-TPI inh,PfHsp40 yeast,BoNT A protease,FadD28 FP inh
CC1(C)CC(=O)C(C(C2=C(O)CC(C)(C)CC2=O)c2ccc([N+](=O)[O-])cc2)C(=O)C1 (configuration not stated),-3,-27,-2.5,/,-2,4,-1.1,-1.6,0.0
COc1ccc(N=C2SCC(c3ccccc3)=NN2C)cc1,-6,?,-1.0,/,16,8,-0.2,?,-1.1
O=C1NC(c2ccccc2Cl)Nc2ccccc21 (configuration not stated),57*,2,0.8,0.5,2,-7,-1.4,-0.6,-2.9
Cn1ncc(Cl)c1C(=O)NCc1ccco1,-5,2,-0.4,-0.6,-3,4,0.3,0.4,-0.3
CCN(CC)C(=O)C(=O)Nc1ccc(Oc2ccccc2)cc1,-1,8,-2.3,0.4,-1,2,0.3,-0.3,-0.7

# An excerpt from above in order of count of non-hydrogen atoms, rising:
SMILES,Mtb FBA inh,BoNT F protease,Mtb UGM inh,BioA inh,Anthrax LF prot,GDH-TPI inh,PfHsp40 yeast,BoNT A protease,FadD28 FP inh
Cn1ncc(Cl)c1C(=O)NCc1ccco1,-5,2,-0.4,-0.6,-3,4,0.3,0.4,-0.3
O=C1NC(c2ccccc2Cl)Nc2ccccc21 (configuration not stated),57*,2,0.8,0.5,2,-7,-1.4,-0.6,-2.9
COc1ccc(N=C2SCC(c3ccccc3)=NN2C)cc1,-6,?,-1.0,/,16,8,-0.2,?,-1.1
